mcGAS RapidFire: inhibitors of Mus musculus cyclic GMP-AMP synthase, initial high-throughput assay, cell-free, RapidFire MS | recombinant mouse cGAS, cGAMP by RapidFire MS | inhibition, % at 12.5 µM | hit rate 0.18% among 130,000;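 active = inhibition of cGAS enzyme activity at or above 60%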;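 note: enzyme stimulated by 45 bp dsDNA with ATP and GTP substrates; cGAMP share of summed cGAMP plus half ATP and half GTP signals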
Target sequence (Q8C6L5 whole entry, looked up): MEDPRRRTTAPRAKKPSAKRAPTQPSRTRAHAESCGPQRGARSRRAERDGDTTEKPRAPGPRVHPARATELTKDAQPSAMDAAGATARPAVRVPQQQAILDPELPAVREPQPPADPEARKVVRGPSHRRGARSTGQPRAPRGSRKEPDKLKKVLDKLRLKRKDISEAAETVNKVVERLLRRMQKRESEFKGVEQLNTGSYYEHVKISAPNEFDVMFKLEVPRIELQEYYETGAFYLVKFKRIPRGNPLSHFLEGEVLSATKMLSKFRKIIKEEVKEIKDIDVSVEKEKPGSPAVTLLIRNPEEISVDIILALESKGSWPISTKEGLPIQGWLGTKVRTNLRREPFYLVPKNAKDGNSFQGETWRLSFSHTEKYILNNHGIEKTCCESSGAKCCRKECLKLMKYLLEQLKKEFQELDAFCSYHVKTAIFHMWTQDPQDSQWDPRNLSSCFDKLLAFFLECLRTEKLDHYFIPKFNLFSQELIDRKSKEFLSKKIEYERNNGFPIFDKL
The depositor's hits bear a star; & = joins results of further samples. Some of the compounds tested; the hit share may differ from the screen's.

Start of the listing, in advance:
structure	mcGAS RapidFire
Nc1cc(-c2cccc(C(F)(F)F)c2)nn1-c1ccc(C(=O)N2CCC[C@H]2C(=O)OCc2ccccc2)cc1	3
CC(C)S(=O)(=O)c1ncc(CN2CCc3ccccc3C2)n1CCc1ccccc1	-5

Results, previewed entries included:
structure	mcGAS RapidFire
Nc1cc(-c2cccc(C(F)(F)F)c2)nn1-c1ccc(C(=O)N2CCC[C@H]2C(=O)OCc2ccccc2)cc1	3
CC(C)S(=O)(=O)c1ncc(CN2CCc3ccccc3C2)n1CCc1ccccc1	-5
CC1(C)CC(=O)C2=C(C1)N=C1SCCC(=O)N1C2c1ccc(C(F)(F)F)cc1 (stereo not given)	-19&6
CCc1nc2n(n1)CCCC2Nc1nc(C2CC2)no1 (stereo not given)	-13&-13
CCCSc1nc(C)c(C(=O)Nc2ccccc2)c(-c2ccc(OC)cc2)c1C#N	-6
CC(C(=O)Nc1cc(F)ccc1F)N1CCN(C(=O)c2ccco2)CC1 (stereo not given)	5
Oc1ccc(-c2cc(NCc3cccnc3)nc3[nH]ccc23)c(F)c1	-13
COc1nc(C)ccc1CNC(=O)C(=O)Nc1cccc(F)c1F	0
Cc1ccc(C)c(-n2nc(C)c(C(=O)N3CCC4(CCOC4=O)C3)c2C)c1 (stereo not given)	-5
COc1ccc(-c2nnc(-c3cccnc3)o2)cc1OC	-5
CS(=O)(=O)NC(c1cccc(F)c1)C1CCCC1 (stereo not given)	-7&-2
NC(CO)c1csc(Nc2ccc(C(F)(F)F)cn2)n1 (stereo not given)	55
CC(c1nc(-c2cccs2)no1)N1CCC(c2ccccc2)CC1 (stereo not given)	-2
O=C(NCCCC(=O)N1CCOC(COc2ccc3c(c2)CCCC3)C1)OCc1ccccc1 (stereo not given)	-3
COc1ccccc1CN(C)C(=O)COC(=O)c1ccc(O)cc1O	1
CCc1cc(CN(C)C(=O)c2cccnc2N2CCOCC2)on1	-14
Cc1ccc(-n2nnc3c(=O)n(Cc4cccc(C)c4)cnc32)cc1	3
O=C(O)C1CC=CCC1C(=O)Nc1ccc(OCc2ccccn2)c(Cl)c1 (stereo not given)	-10
C#CCNC(=O)N(C)C1CCCC1SC (stereo not given)	-17
Cc1nc2ccc(NC(C)C(=O)Nc3ccc4c(c3)OCO4)cc2s1 (stereo not given)	-34
N#CCCN(CCC#N)C(=O)CN1CCCC(N2CCCCCC2)C1 (stereo not given)	-15
FC(F)(F)c1cccc(N2CCN(C3CCCN(C4CCSCC4)C3)CC2)c1 (stereo not given)	3
O=C(NCc1ccccc1OC(F)(F)F)C1CCC(=O)N(CCc2ccccn2)C1 (stereo not given)	0
Cn1c(-c2c(-c3ccccc3)n[nH]c2-c2ccncc2)nc2ccccc21	-6
Cc1nn(C)c(Oc2ccc(Cl)cc2)c1CN1CCOC(CN)C1 (stereo not given)	-29
O=C(c1nnc2n1CCN(Cc1ccc3ccccc3c1)C2)N1CCCCC1	-10
CC(=O)Nc1ccc(CN2C(=O)CON=C2c2ccc(C)cc2)cc1	-4
CN(CCCNC(=O)C1CCCCC1C(=O)N1CCC(C#N)(c2ccccc2)CC1)c1ccccc1 (stereo not given)	3
COc1ccc2c(c1)OC1=C(C(=O)CCC1)C2C1C(=O)CCCC1=O (stereo not given)	-5
CS(=O)(=O)CCSc1nccn1-c1ccc(Br)cc1	-4

structure	mcGAS RapidFire
c1ccc2nc(C3=NCCN3)cnc2c1	-6&-2
C=CCn1c(C)c(C)n2c3c(=O)n(Cc4ccccc4C)c(=O)n(C)c3nc12	-11
Cc1ccc(C(=O)NCCn2nc(C)c(Cl)c2C)cc1	-16
O=S(=O)(NCCCCOc1ccc(Cl)cc1)c1cccc(F)c1	19
CCOc1ccccc1OCCOc1ccccc1F	-4
CC(C)c1cc(C2CCN(Cc3cnc[nH]3)CC2)[nH]n1	-18
Cc1cc(N2CCC(C)C3CCCCC32)nc(-c2ccncc2)n1 (stereo not given)	-2
COCCNC(=O)Cn1c(CO)cnc1SCc1ccccc1F	-8
C[C@H](C(=O)NCCCn1ccnc1)N1Cc2ccc(N3CCOCC3)nc2C1=O	4
CSc1cnn(-c2ccccc2)c1NC(=O)COCC1CCCO1 (stereo not given)	-12
CCc1cc(CNC(=O)c2coc(COc3cccc(F)c3)n2)on1	-9
CCC(CC)CS(=O)(=O)N1CCN(C(=O)CC(F)(F)F)CC1	5
O=c1[nH]nc(Cc2ccc(O)cc2)n1Cc1ccc(Cl)cc1	-8
Cc1ccccc1-n1cc(CNCc2c(C(=O)N(C)C)nc3ccc(Cl)cn23)cn1	-4
CCCCn1c(=O)[nH]c(=O)c2c1nc(CSc1nncs1)n2CCC	-5
Cc1nn(C)c(C)c1CN(C(=O)c1cc(C2CC2)[nH]n1)C(C)C	-13
O=C(COc1ccccc1F)OCc1cc(-c2cc3ccccc3o2)on1	-9
CCCn1nc(C(=O)Nc2nnc(-c3ccccc3Cl)s2)ccc1=O	-7
COc1cccc(-n2cc(CN(C)CC3CCOC3)cn2)c1 (stereo not given)	-26
CCOC(=O)C1(Cc2ccccc2C)CCCN(C(=O)c2n[nH]c3ccccc23)C1 (stereo not given)	8
Cc1ccc(-c2[nH]c(=S)[nH]c(=O)c2C#N)cc1	-7
O=C(NNC(=O)c1cc(F)ccc1F)c1ccc(O)cc1	-4
CCc1ccc(C(C)NC(=O)c2ccc(S(=O)(=O)C(F)F)cc2)cc1 (stereo not given)	-4
O=c1cc(-c2ccc(O)cc2)oc2cc(O)cc(O)c12	-9&15
OCCC1CN(Cc2ccn[nH]2)CCN1Cc1ccccc1F (stereo not given)	-4&-2
CC1(C(=O)NS(C)(=O)=O)CCN1C(=O)C1(c2ccccc2)CC1 (stereo not given)	-6
COc1ccc(C)cc1CNc1ccccc1N1CCCCC1	-5
CCN1CCN(S(=O)(=O)c2ccc(Cl)c(C(=O)N(C)Cc3ccco3)c2)CC1	-21
Cc1cc(C)cc(NC(=O)CC(=O)NC(c2cccnc2)C(F)(F)F)c1 (stereo not given)	-46
Cc1ccc(C(=O)NCc2ccc(N(C)C)nc2)o1	-11

3 compounds from above, sorted by formula weight, falling:
structure	mcGAS RapidFire
CCCn1nc(C(=O)Nc2nnc(-c3ccccc3Cl)s2)ccc1=O	-7
CSc1cnn(-c2ccccc2)c1NC(=O)COCC1CCCO1 (stereo not given)	-12
Cc1ccc(-c2[nH]c(=S)[nH]c(=O)c2C#N)cc1	-7

Next part:
structure	mcGAS RapidFire
c1nnc2c3c4c(sc3n3cnnc3n12)CCC4	-11
CC(=O)Nc1ccc(-c2ccc(C)cc2-n2nc(C)cc2C)cn1	-15
CCS(=O)(=O)CC(C)NC(=O)N1CCc2c(F)ccc(F)c2C1 (stereo not given)	-6
Cc1cccc(NC(=O)c2c(-c3ccccc3Cl)noc2C)n1	4
CN1CCC2(CCN(C(=O)C(c3ccccc3)n3cccc3)CC2)C1=O (stereo not given)	2
CC1CNC(=O)CCN1C(=O)CN1CCNCC1 (stereo not given)	-7
C=CCC1SC(=NN=Cc2cccs2)NC1=O (stereo not given)	-42
CCN=c1scc(-c2ccccc2)n1N=C1CCC(C(C)(C)C)CC1 (stereo not given)	-4
CCOc1ccc(Nc2ccc3noc4c3c2C(=O)c2ccccc2-4)cc1	0
Cc1nc(C)n(CCCNC(=O)Cc2c[nH]c3ccccc23)n1	-40
OCc1cc(Cl)cc(Cl)c1O	-6
Cc1noc(C)c1CN1CCN(C(C)c2nc3ccccc3s2)CC1 (stereo not given)	-4
COc1cccc(CNC(=O)COc2c(C)ccc(C)c2C)c1OC	-12
CCn1c(=O)c2c(nc3n2CC(C)=NN3Cc2ccccc2Cl)n(C)c1=O	5
CCN(CC)CCN(C(=O)c1ccc([N+](=O)[O-])o1)c1nc2c(OC)ccc(Cl)c2s1	-9
CC(C)n1cnnc1CCNC(=O)CC1CCc2ccccc21 (stereo not given)	-11
Cc1c(S(=O)(=O)CCNC(=O)NC2CCCCC2)c2ccccc2n1Cc1ccccc1	-19
CC(C)(C)c1ccc(OCCn2cc(/C=N\n3cnnc3)c3ccccc32)cc1	-2
O=C(Cn1ccc2ccc(Cl)cc21)Nc1ccnn1C1CCS(=O)(=O)C1 (stereo not given)	-7
CCN(Cc1nc2cc(Cl)ccc2c(=O)[nH]1)C(=O)c1cnn2c(C)cc(C)nc12	-11
COc1ccnc(N2CCCN(S(=O)(=O)c3ccc(C)cc3)CC2)n1	-7
OCCSc1nnc2c(n1)[nH]c1ccccc12	-7
CC(C)CN(C1CCS(=O)(=O)C1)S(=O)(=O)c1ccc2ccccc2c1 (stereo not given)	-3&-1
O=C(O)COc1cccc(CN2CCCC(O)(CO)C2)c1 (stereo not given)	2
Cc1ccc(-n2cccn2)c(CN2CCN3C(=O)CN(C)C(=O)C3C2)c1 (stereo not given)	-8
CCCNC(=O)CNC1(c2ccc(Br)cc2)CCC1	-5
COc1ccc(CNC(=O)/C(C#N)=C/N2CCN(c3ccc(F)cc3)CC2)cc1	-10
CC(C)CNC(=O)c1cn(C2CCN(c3nccs3)CC2)nn1	3
CN(CCS(=O)(=O)Oc1ccccc1)C1CCc2ccccc21 (stereo not given)	-12
CC(C)n1nc2c(cc1=O)CN(CCCS(N)(=O)=O)CC2	-6

4 compounds from above, arranged by the number in mcGAS RapidFire, ascending:
| Structure | mcGAS RapidFire |
| --- | --- |
| OCCSc1nnc2c(n1)[nH]c1ccccc12 | -7 |
| CCCNC(=O)CNC1(c2ccc(Br)cc2)CCC1 | -5 |
| CC(C)(C)c1ccc(OCCn2cc(/C=N\n3cnnc3)c3ccccc32)cc1 | -2 |
| CCOc1ccc(Nc2ccc3noc4c3c2C(=O)c2ccccc2-4)cc1 | 0 |

Following part.
structure	mcGAS RapidFire
COC(=O)C1(C)Cc2ccccc2C(=O)O1 (stereo not given)	8
COCCN=c1scc(-c2cccc(Br)c2)n1N=Cc1ccc2c(c1)OCO2	-6
Cn1c(=O)n(C)c2cc(CNC(=O)c3cccc4ccnn34)ccc21	-10
O=S(=O)(CC1CCOC1)N1CC2(CCCC2)c2c(F)cccc21 (stereo not given)	-13
CC(NC1CCSCC1)c1ccccc1-n1cccn1 (stereo not given)	-12
CN(C)C(=O)C1CCCN1c1ccc2ccc(F)cc2n1 (stereo not given)	-7
C=CCn1c(N/N=C\c2ccc(Cl)cc2)nc2c1c(=O)[nH]c(=O)n2C	-7
CCc1cccc2sc(NC(=O)c3c(F)cccc3F)nc12	-3
COc1ccc(-c2cc(N)n(-c3ccc(C(=O)Nc4cccc(SC)c4)cc3)n2)cc1	-5
Cc1nc2ncc3c(=O)n(-c4ccc5c(c4)OCCO5)ccc3n2n1	-5
COC(=O)c1c(C)[nH]c(C(=O)C(C)OC(=O)[C@H](C)N2C(=O)C3CC=CCC3C2=O)c1C (stereo not given in full)	-11
N#CC1(c2nc(-c3ccc(Oc4ccc(F)cc4)nc3)no2)CCC1	-28
Cc1cc(C(=O)CSc2nnc(N)s2)ccc1Cl	-2
CC(C)=C1CCC2(C)OC(=O)C(Cc3ccccn3)C12C (stereo not given)	-11
CCOc1ccc(C(C)C)cc1S(=O)(=O)n1cnc(C)c1	-33
COC(=O)CNC(=O)CC12CC3CC(CC(C3)C1)C2	-16
Cc1cnoc1C(=O)Nc1cc(C(C)(C)C)nn1C(C)(C)C	-6
COC(=O)c1ccc(C=C2N=C(c3ccc(OC)c(OC)c3)OC2=O)cc1	-6
CCc1nc(Cl)c(C)c(N2CCN(CC3CC3)CC2)n1	0
CCN(CC)c1cc(Cl)nc(SCc2cccc(C(=O)O)c2)n1	5
CCN(CC)S(=O)(=O)c1ccc2c(c1)c(O)c(C#N)c(=O)n2-c1ccc(C)cc1	-3&7
COCC1(C(=O)NCc2noc(-c3cccs3)n2)CCC1	-24
COC(=O)c1cc2n(n1)CCN(C(=O)c1ccc(-c3ncc[nH]3)s1)C2	-8
Cc1cc(=O)[nH]c2ccc(O)cc12	4
O=[N+]([O-])c1ccc2[nH]c(O)c(N=Nc3ccc(S(=O)(=O)O)cc3)c2c1	4
CC(C)c1nccc(CN2CCN(C)C(C(=O)O)C2)n1 (stereo not given)	-19
CS(=O)(=O)NCCCCCC(=O)O	7
CC1CN(S(=O)(=O)CCNCc2ccc(C3CC3C)o2)CC(C)O1 (stereo not given)	-14
Nc1cc(F)ccc1C(=O)OCC(=O)Nc1cc(F)ccc1F	-3
Cc1c(CC(=O)NCCc2ccco2)c2c(n1CC1CCCO1)CCCC2=O (stereo not given)	-1

Looked up by structure from the list above (2):
structure	mcGAS RapidFire
OCCSc1nnc2c(n1)[nH]c1ccccc12	-7
Cc1nn(C)c(Oc2ccc(Cl)cc2)c1CN1CCOC(CN)C1 (stereo not given)	-29

The results go on.
structure	mcGAS RapidFire
Cc1sc2ncn(CC(=O)C(C)(C)C)c(=O)c2c1C	-7
Cn1cc(CN2CCCC(C(=O)N3CCOCC3)C2)c(-c2ccc3c(c2)OCCO3)n1 (stereo not given)	-9
CC(=O)Nc1ccc(NC=C2C(=O)OC(C)(C)OC2=O)cc1	-4
Cc1ccc(Cn2ccn(Cc3c(F)cccc3Cl)c(=O)c2=O)cc1	-3
COC(=O)c1ccc(CN2CCc3c(cccc3NC(=O)c3ccncc3)C2)cc1	-1
O=c1oc2ccccc2cc1-c1nnc(Nc2ccc(Br)cc2)s1	-6
O=C(c1cnccn1)N1CC[C@@H](c2ccc3ccccc3c2)[C@H](O)C1	-10
Cc1ccc(Nc2[nH]c(=O)c3ccccc3c2C(=O)c2ccccc2)cc1	3
Cc1ccc(/C=C/S(=O)(=O)NC(C)CC#N)cc1 (stereo not given)	-5
